F508del corr = correctors of CFTR F508del function in bronchial epithelial cells; CFBE cells, YFP halide quenching; stimulated with forskolin plus potentiator P3; % fluorescence drop versus neutral controls; 350,000 compounds, 0.36% hits; AID 720511; activity (quench increase), % at 7.58 µM;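 active = mean added fluorescence quench of at least 8% versus neutral control, with both replicates also reaching 8%; inconclusive = only one of the mean or replicate conditions met; inactive = mean below 8% and not both replicates reaching 8%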;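 also: cells transiently co-express mutant CFTR-F508del with the halide-sensitive YFP; corrector assay measuring rescue of mutant channel to the surface after 24 h compound exposure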
SIRT5 block = sirtuin-5 (human) deacylase inhibition | 330,000 compounds, 1.1% hits | AID 652115 | Q9NXA8 | inhibition, % at 15 µM | Purified SirT5, succinyl-peptide AMC, trypsin-coupled fluorescence; in the data active = inhibition above about 15%; inconclusive = no clear call, values can overlap the other calls
miR122 inh = inhibitors of miR-122 in Huh7 cells; 340,000 compounds, 0.3% hits; Huh7 miR-122 Renilla luciferase sensor, 48 h; neutral wells = 0, positive control = 100; activation (reporter increase), % at 12.5 µM;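 active = mean replicate activation score at least 90 and every replicate individually at or above 90; inconclusive = only one of the two criteria met; inactive = neither criterion met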;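 also: higher luciferase means less miR-122 activity so hits act as miR-122 inhibitors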
ERp5 block = blocks human ERp5 reductase activity on insulin. Q15084. ERp5 insulin aggregation, absorbance 650 nm, 90 min. inhibition, % at 9.99 µM. 350,000 compounds, 0.05% hits. AID 651711;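 active = mean replicate inhibition above about 25%, with every replicate also reaching it, limit read from the data, passing the limit was not always enough; inconclusive = only one of those two criteria met; inactive = neither criterion met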
Target sequence (Q15084 whole entry, looked up): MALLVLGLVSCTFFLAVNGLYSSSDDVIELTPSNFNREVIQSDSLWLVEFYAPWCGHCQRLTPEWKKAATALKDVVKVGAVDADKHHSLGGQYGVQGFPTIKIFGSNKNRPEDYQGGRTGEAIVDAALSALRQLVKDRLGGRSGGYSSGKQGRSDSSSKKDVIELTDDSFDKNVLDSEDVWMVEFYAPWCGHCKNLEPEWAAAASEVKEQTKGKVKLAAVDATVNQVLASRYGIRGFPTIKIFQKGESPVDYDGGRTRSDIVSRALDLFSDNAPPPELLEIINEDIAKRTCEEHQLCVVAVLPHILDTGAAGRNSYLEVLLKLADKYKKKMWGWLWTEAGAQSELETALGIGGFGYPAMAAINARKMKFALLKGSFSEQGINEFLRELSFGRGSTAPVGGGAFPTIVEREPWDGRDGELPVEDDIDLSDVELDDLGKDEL
Casp6 inh = caspase-6 (human) enzyme inhibition; 350,000 compounds, 0.53% hits; purified caspase-6, Z-VEID-R110 cleavage fluorescence; P55212; AID 686996; inhibition, % at 12.5 µM;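 active = mean inhibition across replicates at least about 35%, with every replicate also reaching that limit, limit read from the data; inconclusive = only one of the two criteria met; inactive = neither criterion met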;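 also: 0% = median of neutral control wells and 100% = no fluorescence left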
Target sequence (P55212 24-179 limits assumed): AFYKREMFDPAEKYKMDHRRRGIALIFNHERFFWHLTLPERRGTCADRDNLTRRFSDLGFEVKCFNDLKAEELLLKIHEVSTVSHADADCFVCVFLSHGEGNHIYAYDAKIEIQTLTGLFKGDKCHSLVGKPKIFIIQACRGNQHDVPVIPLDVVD
Target sequence (P55212 194-293 limits assumed): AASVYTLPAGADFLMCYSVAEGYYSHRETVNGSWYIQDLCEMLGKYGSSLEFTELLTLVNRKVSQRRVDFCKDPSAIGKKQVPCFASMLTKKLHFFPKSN
ERAP1 inh = inhibitors of human ERAP1 aminopeptidase; 340,000 compounds, 0.15% hits; inhibition, % at 10.7 µM; recombinant ERAP1, Leu-AMC fluorescence, 60 min;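 active = mean replicate inhibition of at least 30%, or all replicates individually reaching that 30% level; inactive = mean below 30% and not every replicate reaching it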;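 also: 0% = neutral control wells and 100% = L-leucinethiol positive control wells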
DENV2 CPE = inhibitors of DENV2 cytopathic effect. DENV2-infected cells, cytopathic effect rescue, plate reader. CPE inhibition, % at 9.99 µM. 350,000 compounds, 1.7% hits. AID 651640; in the data active = CPE inhibition above about 20%, passing the limit was not always enough; inconclusive = no clear call, values can overlap the other calls; tested in BHK-21 cells;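 also: 0% = median of neutral control wells and 100% = median of positive control wells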
* hit, by the source's call; ? = inconclusive; . = not tested or not shown; [ ] = dose if it differs, or a comment.

No.	SMILES	DENV2 CPE	ERp5 block	F508del corr	Casp6 inh
1	Cc1cccc(N(C(=O)c2nsc(Cl)c2Cl)C(C(=O)NC2CCCC2)c2ccc(O)cc2)c1C (stereo not given)	5	-4	-2.4	-3
2	O=C(O)C[C@H]1C=C[C@@H](NC(=O)Nc2cc(F)ccc2F)[C@H](CO)O1	?	2	0.6	-4
3	O=C(c1ccccc1)N1CC(=O)N2[C@H](CO)[C@@H](c3ccc(C#CCC4CCCC4)cc3)[C@H]2C1	6	-1	5.3	-1
4	COC(=O)[C@]12C[C@H](CC(=O)N3CCC(c4ccccc4)CC3)C(=O)N(Cc3ccc4c(c3)OCO4)C1=C[C@H](COCc1ccccc1)O[C@@H]2C	6	-9	-0.6	-4
5	NC(=O)c1c(NC(=O)c2cccnc2)sc2c1CCCCC2	-3	4	-1.5	-2
6	CCN(CC)C(=O)C1CCCN(Cc2sccc2C)C1 (stereo not given)	.	6	0.6	-2
7	COCC(=O)N(C)C[C@@H]1Oc2cc(-c3ccc(C#N)cc3)ccc2S(=O)(=O)N([C@H](C)CO)C[C@H]1C	-3	-1	0.2	-2
8	CC(C)CC#Cc1ccc2c(c1)O[C@@H](CN(C)C(=O)NC(C)C)[C@H](C)CN([C@H](C)CO)S2(=O)=O	-3	13	1.8	2
9	COc1ccc(NC(=O)Nc2ccc3c(c2)C(=O)N([C@@H](C)CO)C[C@H](C)[C@H](CN(C)C(=O)CCCN(C)C)OCCCC[C@H](C)O3)cc1	1	21	-0.5	0
10	CC(C)(SC(=S)N1CCCCCC1)C(=O)O	13	-6	-0.5	-2

No.	SIRT5 block	miR122 inh	ERAP1 inh
1	-3	.	0
2	4	.	1
3	7	.	-1
4	.	.	-1
5	3	1	-4
6	-6	-6	0
7	-2	-22[16.7 µM]	-3
8	4	20[16.7 µM]	0
9	-3	-6[16.7 µM]	1
10	-7	.	-3

Continued (2 carried over from the part before).
No.	SMILES	DENV2 CPE	ERp5 block	F508del corr	Casp6 inh
9	COc1ccc(NC(=O)Nc2ccc3c(c2)C(=O)N([C@@H](C)CO)C[C@H](C)[C@H](CN(C)C(=O)CCCN(C)C)OCCCC[C@H](C)O3)cc1	1	21	-0.5	0
10	CC(C)(SC(=S)N1CCCCCC1)C(=O)O	13	-6	-0.5	-2
11	COc1cccc(/C=C/C(=O)OCC(=O)NCCC2=CCCCC2)c1OC	3	8	1.3	-1
12	CC(=O)NNC(=O)CCn1nnc2ccccc21	-2	-11	2.3	1
13	O=c1cccc(-c2cccc3ccccc23)o1	-6	-4	-3.2	3
14	CC1CCN(C(=O)COC(=O)c2ccc(Cl)nc2)CC1	6	-3	2.6	3
15	CCCCN(C(=O)c1cc2c(s1)CCCCC2)c1c(N)n(CCC)c(=O)[nH]c1=O	-9	-3	-0.3	-2
16	Cn1c(=O)c(C(=O)NCc2ccccc2Cl)c(O)c2ccccc21	11	1	0.7	-1
17	COc1ccc(S(=O)(=O)N(C)C[C@H]2Oc3ccc(NS(=O)(=O)c4ccc(Cl)cc4)cc3C(=O)N([C@H](C)CO)C[C@H]2C)cc1	0	0	0.2	-1
18	COc1cccc(CC(NC(C)=O)C(=O)NC2CCN(C(=O)c3ccc(Cl)cc3)CC2)c1OC (stereo not given)	-1	5	0.6	.
19	C[C@@H]1CN([C@@H](C)CO)C(=O)c2cc(C#Cc3ccc(F)cc3)cnc2O[C@@H]1CN(C)Cc1ccccn1	9	13	-1.1	1
20	Cc1nc(SC(C)C(=O)Nc2c(C)n(C)n(-c3ccccc3)c2=O)nc(C)c1C (stereo not given)	-5	2	0.8	0

No.	SIRT5 block	miR122 inh	ERAP1 inh
9	-3	-6[16.7 µM]	1
10	-7	.	-3
11	-2	-6	3
12	-2	-7	1
13	-7	.	.
14	-3	.	-1
15	-1	.	0
16	-2	.	0
17	3	23[16.7 µM]	4
18	0	.	4
19	-5	3[16.7 µM]	1
20	2	-11	-1

Following part.
No.	SMILES	DENV2 CPE	ERp5 block	F508del corr	Casp6 inh
21	C[C@@H]1CN([C@H](C)CO)S(=O)(=O)c2ccc(C3=CCCC3)cc2O[C@H]1CN(C)C(=O)c1ccccn1	-3	-1	-0.9	-1
22	COc1ccc(S(=O)(=O)N2CCN(CC(=O)NCC3(N4CCOCC4)CCCCC3)CC2)cc1	-4	-2	4.6	2
23	CC1(Cc2ccc3c(c2)OCO3)C(=O)Nc2ccc(-c3cccc(C(F)(F)F)c3)cc21 (stereo not given)	-10	3	.	-3
24	Nc1c(Br)cc(Br)c2c1[nH]c(=O)c1ccccc12	3	1	3.1	39*
25	OC(CNCCN1CCNCC1)Cc1ccccc1 (stereo not given)	2	0	1.8	-56
26	CCOC(=O)C1CCCN(C(=O)c2cc(S(=O)(=O)N3CCCCCC3)ccc2OC)C1 (stereo not given)	-2	-21	-2.3	-165
27	C[C@H]1CN([C@@H](C)CO)C(=O)c2cc(NS(=O)(=O)c3ccc(F)cc3)ccc2O[C@@H]1CN(C)C(=O)Nc1ccc(F)cc1	10	6	-2.5	.
28	C[C@H]1CN([C@@H](C)CO)C(=O)c2cccc(N(C)C)c2O[C@H]1CN(C)C(=O)NC1CCCCC1	15	0	3.4	2
29	C[C@@H]1CN([C@H](C)CO)S(=O)(=O)c2ccc(C#Cc3cccc(F)c3)cc2O[C@H]1CN(C)C	-3	2	-0.5	1
30	CCOC(=O)c1c(NC(=O)/C=C/C(=O)O)sc(C)c1-c1ccc(F)cc1	-6	-2	-0.7	3

No.	SIRT5 block	miR122 inh	ERAP1 inh
21	-3	0[16.7 µM]	-4
22	-7	.	-1
23	2	-1	-9
24	.	.	6
25	.	-2	4
26	-1	.	2
27	-1	-6[16.7 µM]	1
28	-12	6[16.7 µM]	0
29	3	1[16.7 µM]	4
30	-4	.	1

Additional records:
No.	SMILES	DENV2 CPE	ERp5 block	F508del corr	Casp6 inh
31	Fc1ccc(-c2csc(-c3cccnc3)n2)cc1F	-5	2	0.1	0
32	CCS(=O)(=O)NCC[C@@H]1CC[C@@H](NC(=O)Cc2ccccn2)[C@@H](CO)O1	2	2	-1.8	-70
33	COc1cc(C(=O)Nc2ccc(S(=O)(=O)Nc3cc(C)nc(C)n3)cc2)cc(OC)c1OC	-7	-11	1.9	2
34	CC(C)(C)n1cnc2cc(NCc3ccccc3O)ccc21	4	7	1.7	-4
35	Cc1cc(S(=O)(=O)Nc2ccccc2C(=O)O)ccc1Cl	5	-9	-2.0	1
36	Cc1c[nH]c2cccc(OCC(CNC(C)(C)C)OC(=O)c3ccccc3)c12 (stereo not given)	-2	-3	0.3	-6
37	C[C@H]1CN([C@@H](C)CO)C(=O)Cc2cc(NC(=O)CCCCCC(=O)Nc3ccccc3N)ccc2O[C@H]1CN(C)Cc1ccc(Oc2ccccc2)cc1	?	2	1.3	-3
38	CCOc1ccc(CC2NCCc3cc(OCC)c(OCC)cc32)cc1OCC (stereo not given)	2	2	0.9	8
39	O=Cc1cscc1[B-](F)(F)F	5	4	0.7	66*
40	CCOc1ccc(NCCC(O)c2ccc(F)cc2)cc1 (stereo not given)	5	-4	1.9	0

No.	SIRT5 block	miR122 inh	ERAP1 inh
31	-2	.	2
32	-2	13[16.7 µM]	1
33	1	-16	0
34	0	.	-1
35	5	5	-3
36	-10	-4	1
37	20*	0[16.7 µM]	1
38	0	0	-4
39	0	.	-1
40	-1	1	-1

(continued)
No.	SMILES	DENV2 CPE	ERp5 block	F508del corr	Casp6 inh
41	CC(=O)c1sc(NC(=O)CS(=O)(=O)c2ccccc2)nc1C	-1	-2	0.4	-2
42	CC(C)CCN1CCN(C2CCN(c3ccc4c(c3)OCO4)CC2)CC1CCO (stereo not given)	-7	4	5.7	-11
43	CC(=O)c1ccc(NC(=O)c2ccc(CSc3ccccc3)o2)cc1	12	-5	0.9	3
44	Cc1c(C(=O)N2CCCCC2)c(S(=O)(=O)NCCc2ccc(Cl)cc2)c(C)n1C	0	1	-2.2	4
45	O=C(Nc1nnc(SCC(=O)N2CCCC2)s1)C1CC(=O)N(c2ccc(F)cc2)C1 (stereo not given)	17	5	4.0	2
46	O=C(CSc1nc(C2CC2)nc2ccccc12)Nc1ccccc1N1CCOCC1	-3	2	0.8	2
47	C[C@@H]1CN([C@H](C)CO)C(=O)c2cc(C#CC3CCCCC3)cnc2O[C@@H]1CN(C)C(=O)NC1CCCC1	-23	4	-2.3	1
48	O=C(CSc1nc2c(oc3ccccc32)c(=O)n1CC1CCCO1)NCc1ccc(F)cc1 (stereo not given)	-2	-8	2.4	-1
49	CC(C)CC(NC(=O)c1ccco1)C(=O)Nc1ccc2c(c1)OCCO2 (stereo not given)	-4	7	-1.1	0
50	O=C(NCCC1=CCCCC1)c1ccc(-n2cncn2)c([N+](=O)[O-])c1	-8	4	-2.7	4

No.	SIRT5 block	miR122 inh	ERAP1 inh
41	3	.	4
42	0	.	-3
43	-4	.	-4
44	-1	64	4
45	-2	-3	-1
46	-2	.	1
47	11	0[16.7 µM]	-7
48	-2	0	-3
49	-3	.	-2
50	-2	.	-2

Four entries from above, with two lines to a compound.
Each structure is followed by: DENV2 CPE | ERp5 block | F508del corr | Casp6 inh | SIRT5 block | miR122 inh | ERAP1 inh
(46) O=C(CSc1nc(C2CC2)nc2ccccc12)Nc1ccccc1N1CCOCC1
→ -3 | 2 | 0.8 | 2 | -2 | . | 1
(47) C[C@@H]1CN([C@H](C)CO)C(=O)c2cc(C#CC3CCCCC3)cnc2O[C@@H]1CN(C)C(=O)NC1CCCC1
→ -23 | 4 | -2.3 | 1 | 11 | 0[16.7 µM] | -7
(48) O=C(CSc1nc2c(oc3ccccc32)c(=O)n1CC1CCCO1)NCc1ccc(F)cc1 (stereo not given)
→ -2 | -8 | 2.4 | -1 | -2 | 0 | -3
(49) CC(C)CC(NC(=O)c1ccco1)C(=O)Nc1ccc2c(c1)OCCO2 (stereo not given)
→ -4 | 7 | -1.1 | 0 | -3 | . | -2

Continuation:
No.	SMILES	DENV2 CPE	ERp5 block	F508del corr	Casp6 inh
51	C[C@H](CO)N1C[C@H](C)[C@@H](CN(C)Cc2ccc(C(=O)O)cc2)Oc2ccc(NS(=O)(=O)c3ccc(Cl)cc3)cc2C1=O	-7	1	-0.5	2
52	CN(C)S(=O)(=O)c1ccc(NC(=O)CN2CCCc3ccccc32)cc1	-7	7	-0.3	-1
53	COc1ccccc1NS(=O)(=O)c1cc(NC(C)=O)ccc1N1CCCCC1	-5	3	-1.6	2
54	O=C(NCC1CCCO1)/C(=C/c1ccc(Cl)cc1)NC(=O)c1ccccc1 (stereo not given)	-5	-1	.	-1
55	CN(C)c1ccc(/C=N/NC(=O)c2cc(=O)[nH]c3ccccc23)cc1	-5	3	-1.6	-4
56	CC(=O)C1=C(C)N(Cc2ccc(F)cc2)C(=S)NC1c1ccc(Cl)cc1 (stereo not given)	-4	-6	1.5	-2

No.	SIRT5 block	miR122 inh	ERAP1 inh
51	24*	-3[16.7 µM]	0
52	2	9	0
53	0	40	3
54	-2	.	4
55	-2	11	5
56	-1	.	3

Screens from PubChem.
